Screening results: PubChem, several laboratories
Exocytosis inh: lytic granule exocytosis inhibition; TALL-104 LAMP-1 surface exposure, flow cytometry; cells stimulated with thapsigargin and PMA; inhibition, % at 10 µM; 360,000 compounds, 0.66% hits; AID 651702;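 active = inhibition above about 55%, limit read from the data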
CaV13 FRET inh: Disruptors of the CACNA1D IQ motif to Ca2+-dependent inactivation inhibitor domain association, primary screening, Förster resonance energy transfer in intact living … | 340,000 compounds, 0.098% hits | AID 743397 | HEK cells, CFP/YFP FRET ICDI-IQ, plate reader, 10 min; percent FRET-ratio fall versus neutral wells | inhibition, % at 12.3 µM;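 active = mean replicate inhibition of at least 30% and at least 1% of replicates passing that level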;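 note: 0% = median of the neutral control wells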
MC4R ag barr: agonists of human melanocortin 4 receptor (MC4R) beta-arrestin. P32245. U2OS MC4R beta-arrestin complementation, luminescence; percent of melanotan II response, DMSO zero. activation, % at 8.9 µM. 360,000 compounds, 0.98% hits. AID 540308;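 active = activation above a per-plate cutoff, the mean activation of sample wells on that plate plus 3 SD, cut at about 8% in these data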
ABHD5 PLIN5 PPI: inhibitors of human ABHD5-perilipin-5 interaction; Q00G26+Q8WTS1; Split G. princeps luciferase complementation, luminescence, 4 h; inhibition, % at 4 µM; 360,000 compounds, 0.78% hits; AID 602281;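 active = inhibition above the mean inhibition across every tested compound plus 3 SD, cut at about 22% in these data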;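 note: 0% = DMSO only wells and the 100% control is not disclosed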
Target sequence (Q00G26 whole entry, looked up): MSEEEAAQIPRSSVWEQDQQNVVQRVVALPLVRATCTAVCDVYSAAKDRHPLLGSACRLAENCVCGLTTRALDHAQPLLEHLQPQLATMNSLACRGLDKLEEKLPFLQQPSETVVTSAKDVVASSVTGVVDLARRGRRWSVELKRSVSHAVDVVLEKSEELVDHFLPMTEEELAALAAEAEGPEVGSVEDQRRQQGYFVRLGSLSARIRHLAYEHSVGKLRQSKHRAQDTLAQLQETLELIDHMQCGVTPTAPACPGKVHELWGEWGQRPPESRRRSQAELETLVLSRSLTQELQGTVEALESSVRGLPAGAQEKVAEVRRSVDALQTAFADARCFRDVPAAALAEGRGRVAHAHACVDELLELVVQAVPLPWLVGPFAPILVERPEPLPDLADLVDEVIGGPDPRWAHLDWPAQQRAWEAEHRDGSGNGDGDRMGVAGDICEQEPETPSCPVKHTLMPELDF
Target sequence (Q8WTS1 whole entry, looked up): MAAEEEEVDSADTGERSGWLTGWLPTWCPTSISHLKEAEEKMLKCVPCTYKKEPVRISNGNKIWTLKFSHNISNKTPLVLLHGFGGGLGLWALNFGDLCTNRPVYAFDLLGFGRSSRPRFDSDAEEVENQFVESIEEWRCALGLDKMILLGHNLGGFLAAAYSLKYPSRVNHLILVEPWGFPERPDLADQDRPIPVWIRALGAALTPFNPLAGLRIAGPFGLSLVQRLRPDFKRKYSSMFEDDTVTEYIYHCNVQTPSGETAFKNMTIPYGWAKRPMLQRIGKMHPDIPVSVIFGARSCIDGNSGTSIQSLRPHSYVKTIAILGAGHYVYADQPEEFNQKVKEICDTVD
HTR2A ag: activates the mouse 5-HT2A serotonin receptor; activation, % at 7.6 µM; 360,000 compounds, 0.66% hits; P35363; CHO-K1 mHTR2A beta-arrestin complementation, luminescence; percent of 30 µM serotonin response;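 active = activation above a run cutoff, the mean activation of all tested compounds plus 3 SD, cut at about 14% in these data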;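 note: 0% = plate median of compound wells and 100% = 30 µM serotonin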
Glyco luc inh: blocks N-linked glycosylation in D54 reporter cells | reporter increase, % at 12.5 µM | 360,000 compounds, 0.23% hits | D54 ERlucT glycosylation luciferase reporter, 24 h; percent of 100 nM tunicamycin response;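 active = mean luciferase reporter signal, scaled so untreated is 0 and the glycosylation-blocking control 100, at or above a set limit in every replicate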;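 note: luciferase carries N-glycosylation sites so blocking glycosylation raises the light; 0% = median of neutral control wells and 100% = median of 100 nM tunicamycin wells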
ABCB6 inh MLPCN: inhibitors of human ABC transporter ABCB6. Q9NP58. K562-ABCB6 porphyrin accumulation, flow cytometry, 1 h; stronger effect = lower value. fluorescence ratio to DMSO, % at 10 µM. 360,000 compounds, 0.19% hits;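 active = fluorescence ratio to DMSO below 75%, the collection mean minus 3 SD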;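 note: signal is porphyrin accumulated inside mitochondria; 100% equals median channel fluorescence of DMSO control wells; lower ratio means ABCB6 inhibition with less porphyrin fluorescence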
MC4R antag cAMP: blocks human MC4R cAMP signaling; inhibition, % at 6.5 µM; 360,000 compounds, 0.48% hits; P32245; MC4R-expressing cells, MTII-stimulated cAMP, LANCE TR-FRET;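 active = inhibition above its plate's cutoff, the mean of tested wells on that plate plus 3 SD, cut at about 29% in these data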;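 note: 0% = Melanotan II alone and 100% = Melanotan II plus saturating MCL0020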
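system = U2OS cells with stable human MC4R expression | also added = Melanotan II challenge after compound preincubation | dosing = one concentration, 6.5 µM nominal | incubation = compound 30 min, challenge 1 h, detection 1 h | measured by = TR-FRET with Eu-cAMP and labeled anti-cAMP, 671 nm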
PDI inh: inhibitors of human protein disulfide isomerase | P07237 | PDI insulin aggregation turbidity, A650, 90 min | inhibition, % at 10 µM | 350,000 compounds, 0.052% hits | AID 588391;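 active = mean inhibition across replicates of 30% or more, whatever share of single replicates reach that level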;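 note: absorbance from insulin aggregation driven by PDI reduction with DTT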
H9c2 protect: myocardial damage modulation in H9c2 cells; H9c2 cardiomyocytes, H2O2 injury protection, ATPLite, 2 h; protection from H2O2 cell death, % at 20 µM; 360,000 compounds, 0.63% hits;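 active = compounds giving at least 50% protection of heart cells from peroxide-induced death in the single-dose screen, raw or plate-pattern-corrected value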;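 note: 0% = DMSO wells with peroxide and 100% = DMSO wells without peroxide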
An asterisk follows results filed as active. Compounds were not picked by outcome; about 4.2% have a hit in one of these screens.

How did Cc1nc(SCC(=O)NCCc2ccccc2)c2c(=O)n(C)c(=O)n(C)c2n1 do in these assays?
Exocytosis inh: -2.1; CaV13 FRET inh: -5.7; MC4R ag barr: -0.8; ABHD5 PLIN5 PPI: 13.2; HTR2A ag: 8.1; Glyco luc inh: -0.8; ABCB6 inh MLPCN: 97.0; MC4R antag cAMP: 13.8; PDI inh: -7.5; H9c2 protect: 11.7

How did CCOC(=O)C1CCCN(C(=O)CC(C)c2ccccc2)C1 (stereo unspecified) do in these assays?
Exocytosis inh: -2.8; CaV13 FRET inh: -9.8; MC4R ag barr: 0.1; ABHD5 PLIN5 PPI: -6.0; HTR2A ag: -4.7; Glyco luc inh: 1.0; ABCB6 inh MLPCN: 103.0; MC4R antag cAMP: 16.1; PDI inh: -0.3; H9c2 protect: 4.6

What do the screens show for `COc1ccc(/C=C2\NC(=O)C(C=NCc3ccccc3)=C2O)cc1`?
Exocytosis inh: -4.0; CaV13 FRET inh: -4.6; MC4R ag barr: 2.1; ABHD5 PLIN5 PPI: -1.7; HTR2A ag: -2.8; Glyco luc inh: 0.5; ABCB6 inh MLPCN: 94.0; MC4R antag cAMP: -5.0; PDI inh: 0.3; H9c2 protect: -5.5

How did COc1ccc(-c2cc(C#N)nc(NN)n2)cc1 do in these assays?
Exocytosis inh: -0.1; CaV13 FRET inh: -3.5; MC4R ag barr: -0.1; ABHD5 PLIN5 PPI: -0.7; HTR2A ag: 8.8; Glyco luc inh: -0.9; ABCB6 inh MLPCN: 94.0; MC4R antag cAMP: -1.0; PDI inh: -9.3; H9c2 protect: 2.2

Results for CCC(=O)N(C1=C(NC(C)C)C(=O)c2ccccc2C1=O)C(C)C ?
Exocytosis inh: 12.2; CaV13 FRET inh: 5.0; MC4R ag barr: -0.8; ABHD5 PLIN5 PPI: -3.3; HTR2A ag: 4.0; Glyco luc inh: 6.6; ABCB6 inh MLPCN: 109.0; MC4R antag cAMP: -1.9; PDI inh: -1.3; H9c2 protect: -5.0

Results for O=C(COC(=O)c1cnccn1)Nc1ncc(Cl)cc1Cl ?
Exocytosis inh: -1.5; CaV13 FRET inh: -6.0; MC4R ag barr: -2.6; ABHD5 PLIN5 PPI: -5.0; HTR2A ag: 2.7; Glyco luc inh: -0.8; ABCB6 inh MLPCN: 106.0; MC4R antag cAMP: -6.7; PDI inh: 4.5; H9c2 protect: -0.9

Results for CN1CCCC(CN2c3ccccc3Sc3ccccc32)C1 (stereo unspecified) ?
Exocytosis inh: 15.0; CaV13 FRET inh: -4.5; MC4R ag barr: -0.5; ABHD5 PLIN5 PPI: 10.5; HTR2A ag: -7.2; Glyco luc inh: 1.9; ABCB6 inh MLPCN: 90.0; MC4R antag cAMP: 6.8; PDI inh: 1.9; H9c2 protect: 21.3

Results for CC(C)[C@H](NC(=O)c1ccccc1Cl)C(=O)OCc1cc(=O)n2cc(Br)ccc2n1 ?
Exocytosis inh: 1.2; CaV13 FRET inh: -7.3; MC4R ag barr: -0.6; ABHD5 PLIN5 PPI: -1.1; HTR2A ag: 2.6; Glyco luc inh: -0.6; ABCB6 inh MLPCN: 98.0; MC4R antag cAMP: 1.0; PDI inh: 7.0; H9c2 protect: 10.0

What do the screens show for `O=C(CCN1C(=O)C2CC=CCC2C1=O)N1CCN(c2ccccn2)CC1` (stereo unspecified)?
Exocytosis inh: -3.2; CaV13 FRET inh: 0.0; MC4R ag barr: -0.3; ABHD5 PLIN5 PPI: -2.5; HTR2A ag: -2.8; Glyco luc inh: 2.4; ABCB6 inh MLPCN: 86.0; MC4R antag cAMP: -1.6; PDI inh: 1.1; H9c2 protect: 0.4

What do the screens show for `COC(=O)c1cc(NC(=O)CC2NC3CCCCC3NC2=O)cc(C(=O)OC)c1` (stereo unspecified)?
Exocytosis inh: 3.1; CaV13 FRET inh: -8.3; MC4R ag barr: -0.2; ABHD5 PLIN5 PPI: -1.0; HTR2A ag: -0.5; Glyco luc inh: 2.3; ABCB6 inh MLPCN: 99.0; MC4R antag cAMP: 4.5; PDI inh: 2.6; H9c2 protect: 7.6

What do the screens show for `O=c1[nH]c(N2CCCCCC2)nc2ncn(Cc3ccccc3)c12`?
Exocytosis inh: 1.7; CaV13 FRET inh: 4.9; MC4R ag barr: 0.2; ABHD5 PLIN5 PPI: 2.3; HTR2A ag: 13.2; Glyco luc inh: 0.0; ABCB6 inh MLPCN: 91.0; MC4R antag cAMP: 4.2; PDI inh: 1.5; H9c2 protect: 2.3

Results for CN(C)CCNC(=O)Cn1ccc2cc(S(=O)(=O)N3CCCCCC3)ccc21 ?
Exocytosis inh: -0.3; CaV13 FRET inh: -7.1; MC4R ag barr: -3.5; ABHD5 PLIN5 PPI: 4.1; HTR2A ag: -6.3; Glyco luc inh: -2.5; ABCB6 inh MLPCN: 100.0; MC4R antag cAMP: 9.2; PDI inh: 7.8; H9c2 protect: 5.0

How did C/C(CC(=O)NC1CCCCC1)=N\NC(=O)c1ccccc1C do in these assays?
Exocytosis inh: -9.0; CaV13 FRET inh: -3.2; MC4R ag barr: -0.2; ABHD5 PLIN5 PPI: 2.1; HTR2A ag: 2.1; Glyco luc inh: 0.2; ABCB6 inh MLPCN: 101.0; MC4R antag cAMP: -0.7; PDI inh: 6.8; H9c2 protect: 3.8

How did Cc1ccc2c(CC(=O)NNC(=O)c3ccccc3)coc2c1 do in these assays?
Exocytosis inh: -4.8; CaV13 FRET inh: -3.3; MC4R ag barr: 0.6; ABHD5 PLIN5 PPI: -1.6; HTR2A ag: -1.0; Glyco luc inh: 0.2; ABCB6 inh MLPCN: 96.0; MC4R antag cAMP: 10.9; PDI inh: -10.1; H9c2 protect: 6.6

What do the screens show for `COc1cccc(-c2ccc(C#N)c(OC(=O)c3c(Cl)cccc3Cl)n2)c1`?
Exocytosis inh: -3.0; CaV13 FRET inh: -6.9; MC4R ag barr: -0.5; ABHD5 PLIN5 PPI: -5.5; HTR2A ag: -6.9; Glyco luc inh: 16.7; ABCB6 inh MLPCN: 104.0; MC4R antag cAMP: 1.6; PDI inh: 0.5; H9c2 protect: 6.2

Results for O=C(COC(=O)c1ccccc1Cl)NC1CCCCCCC1 ?
Exocytosis inh: 5.4; CaV13 FRET inh: -6.3; MC4R ag barr: -2.8; ABHD5 PLIN5 PPI: -1.4; HTR2A ag: -8.8; Glyco luc inh: 1.6; ABCB6 inh MLPCN: 96.0; MC4R antag cAMP: -0.4; PDI inh: -0.6; H9c2 protect: -1.5

What do the screens show for `Cc1ccc2cccc(OCC(=O)N3CC(C)CC(C)C3)c2n1` (stereo unspecified)?
Exocytosis inh: -1.1; CaV13 FRET inh: 3.3; MC4R ag barr: 3.3; ABHD5 PLIN5 PPI: 9.4; HTR2A ag: 10.5; Glyco luc inh: -0.6; ABCB6 inh MLPCN: 95.0; MC4R antag cAMP: 3.5; PDI inh: -1.2; H9c2 protect: 5.4

What do the screens show for `Cc1c(C(=O)Nc2ccc3c(c2)OCO3)sc2ncn(CC(=O)N3CC(C)CC(C)C3)c(=O)c12` (stereo unspecified)?
Exocytosis inh: -2.6; CaV13 FRET inh: -4.9; MC4R ag barr: -2.0; ABHD5 PLIN5 PPI: 2.6; HTR2A ag: 0.6; Glyco luc inh: -0.9; ABCB6 inh MLPCN: 94.0; MC4R antag cAMP: -4.6; PDI inh: -1.8; H9c2 protect: -4.2

What do the screens show for `CC(=O)C1=C(C)OC(N)=C(C#N)C1c1cccc2ccccc12` (stereo unspecified)?
Exocytosis inh: -1.7; CaV13 FRET inh: -5.0; MC4R ag barr: -0.5; ABHD5 PLIN5 PPI: 3.9; HTR2A ag: -1.5; Glyco luc inh: 2.6; ABCB6 inh MLPCN: 98.0; MC4R antag cAMP: 12.3; PDI inh: -6.5; H9c2 protect: 6.3

Results for Cc1oc2nc(SCC(=O)NCc3cccnc3)nc(N)c2c1C ?
Exocytosis inh: 0.2; MC4R ag barr: -0.9; ABHD5 PLIN5 PPI: 1.8; HTR2A ag: 0.7; Glyco luc inh: -0.8; ABCB6 inh MLPCN: 102.0; MC4R antag cAMP: 15.6; PDI inh: 2.5; H9c2 protect: 5.7

Results for CCOC(=O)COc1ccc(N)cc1CC(NC(C)=O)(C(=O)OCC)C(=O)OCC ?
Exocytosis inh: -1.6; CaV13 FRET inh: -8.7; MC4R ag barr: 0.5; ABHD5 PLIN5 PPI: -1.1; HTR2A ag: -2.2; Glyco luc inh: 0.3; ABCB6 inh MLPCN: 99.0; MC4R antag cAMP: 3.8; PDI inh: 0.6; H9c2 protect: 2.0

How did O=C(NCCCOC(=O)c1ccccc1)c1ccccc1 do in these assays?
Exocytosis inh: -3.0; CaV13 FRET inh: -5.1; MC4R ag barr: -0.1; ABHD5 PLIN5 PPI: 0.7; HTR2A ag: -3.0; Glyco luc inh: 0.9; ABCB6 inh MLPCN: 100.0; MC4R antag cAMP: 1.2; PDI inh: -0.6; H9c2 protect: 3.8

How did Cc1ccc2[nH]c3c(N4CCc5ccccc5C4)ncnc3c2c1 do in these assays?
Exocytosis inh: 31.7; CaV13 FRET inh: -3.1; MC4R ag barr: -0.5; ABHD5 PLIN5 PPI: 8.3; HTR2A ag: 1.6; Glyco luc inh: 6.6; ABCB6 inh MLPCN: 101.0; MC4R antag cAMP: 7.2; PDI inh: 6.3; H9c2 protect: -21.9

Results for Cc1c(Br)c([N+](=O)[O-])nn1CC(=O)c1ccccc1 ?
Exocytosis inh: -3.8; CaV13 FRET inh: -3.1; MC4R ag barr: -0.4; ABHD5 PLIN5 PPI: 0.3; HTR2A ag: -5.2; Glyco luc inh: 0.0; ABCB6 inh MLPCN: 87.0; MC4R antag cAMP: 4.8; PDI inh: 11.2; H9c2 protect: -1.8

Results for CCCOc1cccc(C2/C(=C(\O)c3ccc4c(c3)OCCO4)C(=O)C(=O)N2CCCn2ccnc2)c1 (stereo unspecified) ?
Exocytosis inh: 2.9; CaV13 FRET inh: -4.3; MC4R ag barr: -1.1; ABHD5 PLIN5 PPI: 2.7; HTR2A ag: 7.6; Glyco luc inh: 3.2; ABCB6 inh MLPCN: 104.0; MC4R antag cAMP: 1.9; PDI inh: -0.9; H9c2 protect: -5.8

What do the screens show for `Cc1ccc(NC(=O)c2cc(N3C(=O)CCC3=O)ccc2N2CCOCC2)cc1`?
Exocytosis inh: 1.0; CaV13 FRET inh: -4.3; MC4R ag barr: -1.0; ABHD5 PLIN5 PPI: 3.7; HTR2A ag: 5.0; Glyco luc inh: 2.2; ABCB6 inh MLPCN: 98.0; MC4R antag cAMP: 25.1; PDI inh: 2.8; H9c2 protect: -3.5
